pCIP destab: p/CIP-EGFP fusion destabilizers, primary screen, fluorescence, F442A cells. 16 h. decrease of EGFP signal, % at 10 µM. actives 0.01% (n = 290,000). AID 1984, 2009;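 active means EGFP signal decrease of at least 30% at 10 µM or well 3 SD below plate mean, unless failing retest; inactive means the rest, including hits failing retest or dose response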; further: some compounds called inactive have numbers as strong as hits; many of its hits are not listed in these tables
IDE act: human IDE activators in live cells, primary screen, fluorescence polarization, HEK cells, FAbeta-B substrate; Insulin-degrading enzyme (Homo sapiens), P14735; FAbeta-B cleavage; 0% vehicle, 100% cell-free pure enzyme wells; activation, % at 5.96 µM; actives 0.073% (n = 340,000); AID 493087, 2011;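 active means activation above the mean of all tested compounds plus 3 SD, set per screening campaign, cut at about 17% in these data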
Target sequence (P14735 whole entry, looked up): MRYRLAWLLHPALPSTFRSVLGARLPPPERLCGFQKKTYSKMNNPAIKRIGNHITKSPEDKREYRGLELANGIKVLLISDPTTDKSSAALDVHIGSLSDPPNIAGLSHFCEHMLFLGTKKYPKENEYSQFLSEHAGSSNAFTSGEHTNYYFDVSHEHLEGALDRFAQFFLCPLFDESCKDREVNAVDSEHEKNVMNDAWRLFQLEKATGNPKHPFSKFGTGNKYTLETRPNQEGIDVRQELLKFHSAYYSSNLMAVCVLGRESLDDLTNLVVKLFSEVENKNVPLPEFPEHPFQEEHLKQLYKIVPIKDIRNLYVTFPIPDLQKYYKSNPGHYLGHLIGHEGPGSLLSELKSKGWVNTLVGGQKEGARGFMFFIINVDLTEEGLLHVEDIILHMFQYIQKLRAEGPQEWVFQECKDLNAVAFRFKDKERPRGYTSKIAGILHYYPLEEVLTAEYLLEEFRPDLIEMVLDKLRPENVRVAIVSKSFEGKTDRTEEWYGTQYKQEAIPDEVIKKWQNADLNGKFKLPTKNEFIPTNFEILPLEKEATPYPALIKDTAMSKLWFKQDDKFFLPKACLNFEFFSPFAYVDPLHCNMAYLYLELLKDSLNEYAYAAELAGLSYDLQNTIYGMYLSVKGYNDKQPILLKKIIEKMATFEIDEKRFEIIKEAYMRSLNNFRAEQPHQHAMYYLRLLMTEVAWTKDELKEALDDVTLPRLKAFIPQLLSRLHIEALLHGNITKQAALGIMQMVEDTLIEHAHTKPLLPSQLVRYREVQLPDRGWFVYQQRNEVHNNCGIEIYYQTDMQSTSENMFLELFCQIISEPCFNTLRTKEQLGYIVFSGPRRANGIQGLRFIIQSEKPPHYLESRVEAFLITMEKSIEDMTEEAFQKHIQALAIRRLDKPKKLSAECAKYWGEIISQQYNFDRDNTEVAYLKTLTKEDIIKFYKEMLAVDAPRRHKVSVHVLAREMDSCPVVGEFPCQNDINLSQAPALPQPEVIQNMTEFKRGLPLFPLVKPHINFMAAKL
IDE cell inh: human IDE inhibitors in live cells, primary screen, fluorescence polarization, HEK cells, FAbetaB substrate. inhibition, % at 5.59 µM. FAbetaB cleavage. actives 0.41% (n = 320,000);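 active means percent inhibition above the average of all tested compounds plus 3 SD, set per screening campaign, cut at about 16% in these data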;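 further: IDE supplied by intact live HEK cells; FP after avidin binding of uncleaved biotin substrate so inhibition keeps polarization high; 0% = DMSO wells and 100% = 60 µM reference IDE inhibitor Ii1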
VIM-2 inhibitor: VIM-2 metallo-beta-lactamase inhibitors, primary screen, biochemical, epi-absorbance readout, Pseudomonas aeruginosa enzyme | purified VIM-2, nitrocefin hydrolysis, epi-absorbance fluorescence | actives 0.89% (n = 290,000) | inhibition, % at 5.6 µM;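 active means inhibition above the mean of all tested compounds plus 3 SD, cutoff set per screening run, cut at about 7.5% in these data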;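 further: red hydrolysis product quenches plate fluorescence so inhibitors raise well fluorescence; 0% = enzyme with DMSO and 100% = DMSO without enzyme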
UBC9 SUMO inh: inhibitors of in vitro SUMOylation cascade, primary screen, biochemical, HTRF, uHTS; SUMO-conjugating enzyme UBC9 (Homo sapiens), P63279; HTRF SUMOylation assay, SAE1/SAE2 + UBC9; inhibition, % at 35 µM; actives 0.36% (n = 290,000); in the data active means inhibition above about 50%, passing the limit was not always enough; further: strong numbers were not always called active
IMP-1 inh: IMP-1 metallo-beta-lactamase inhibitors, primary screen, biochemical, epi-absorbance readout, Pseudomonas aeruginosa enzyme | actives 0.45% (n = 290,000) | inhibition, % at 5.6 µM | metallo-beta-lactamase IMP-1 (Pseudomonas aeruginosa) | purified IMP-1, nitrocefin hydrolysis, epi-absorbance fluorescence | AID 1556, 2009;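 active means inhibition above the mean plus 3 SD of all compounds in the same screening run, cut at about 4.5% in these data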;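 further: 0% = IMP-1 with DMSO and 100% = DMSO wells lacking enzyme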
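System: purified IMP-1; amount: IMP-1 0.2 nM before substrate addition; compound: single dose, 5.6 µM; times: 25 °C, 15 min preincubation, 25 min reaction; signal: Epi-absorbance via hydrolysed-nitrocefin quenching of white-plate fluorescence, 480/530 nm, EDTA stop; benchmarks: DMSO with and without IMP-1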
CRFR2-BP antag: antagonists of CRF-BP/CRF-R2 complex, primary screen, cell-based, HEK293, calcium dye fluorescence, uHTS; CRF-induced calcium fluorescence; inhibition, % at 11.8 µM; actives 0.59% (n = 350,000);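 active means inhibition of the ligand-induced calcium signal above about 50% at the single tested concentration, limit read from the data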
NS3 helicase inh: inhibitors of HCV NS3 helicase, primary screen, biochemical, Cy5 molecular beacon fluorescence; Hepatitis C virus NS3 helicase; NS3 helicase DNA unwinding; inhibition, % at 10.9 µM; actives 0.56% (n = 290,000); AID 1800, 2009;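 active means inhibition above the mean of all tested compounds plus 3 SD, set per campaign, cut at about 35% in these data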;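 further: 0% = DMSO wells and 100% = thioflavine S control wells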
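Test system: hepatitis C virus NS3 helicase domain fragment enzyme. Also added: annealed dual-labelled DNA beacon duplex, ATP-started. Timing: 60 min unwinding reaction at 25 °C after ATP addition. Technique: Cy5 fluorescence. Measure: % inhibition of unwinding.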
GalR3 antagonist: GalR3 antagonists in HEK293 cells, primary screen, cell-based, fluorescence readout | inhibition, % at 3 µM | Galanin receptor type 3 (Homo sapiens), O60755 | actives 0.44% (n = 360,000) | HEK293 GalR3-CNG cAMP membrane potential fluorescence; galR3 body fused to GalR1 C-terminus;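 active means inhibition above the screen-wide average plus 3 SD, cut at about 13% in these data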;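 further: forskolin and galanin both at EC90 stimulate the cells; cAMP rise reported by CNG channel membrane potential dye signal; 0% = forskolin plus galanin with DMSO and 100% = forskolin alone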
* marks the source's active call; other numbers are inactive results; nt = no result given. Compounds were not picked by outcome; any-hit rate near 3.2%.

Start of the listing, in advance, six compounds:
SMILES | pCIP destab | IDE act | IDE cell inh | VIM-2 inhibitor | UBC9 SUMO inh | IMP-1 inh | CRFR2-BP antag | NS3 helicase inh | GalR3 antagonist
COc1ccccc1CNC(=O)c1cc(S(=O)(=O)N2CCCCC2)c[nH]1 | 2 | -4 | 7 | -2.0 | -3 | -4.9 | 1 | 19 | -3
CC(=O)c1sc(=S)n(-c2ccccc2)c1C | -18 | -4 | 1 | -3.5 | -14 | -4.5 | -1 | 12 | -5
COCCCNC(=S)Nc1ccc2c(c1)OCCO2 | 4 | 3 | 4 | -2.6 | -10 | -3.8 | 16 | -4 | -1
COc1ccc(-n2ccsc2=S)cc1 | -3 | 2 | 0 | -2.2 | 24 | -3.9 | 7 | -1 | -9
COc1ccccc1N1CCN(C(=O)c2cc(C)oc2C)CC1 | 11 | 2 | 1 | -3.0 | -1 | -2.9 | -13 | 19 | -4
CCOC(=O)CSCC(=O)Nc1ccc(S(=O)(=O)N2CCCCC2)cc1 | -12 | 2 | 2 | -5.3 | 10 | -2.9 | 1 | -2 | -4

Main list, from the start:
SMILES | pCIP destab | IDE act | IDE cell inh | VIM-2 inhibitor | UBC9 SUMO inh | IMP-1 inh | CRFR2-BP antag | NS3 helicase inh | GalR3 antagonist
COc1ccccc1CNC(=O)c1cc(S(=O)(=O)N2CCCCC2)c[nH]1 | 2 | -4 | 7 | -2.0 | -3 | -4.9 | 1 | 19 | -3
CC(=O)c1sc(=S)n(-c2ccccc2)c1C | -18 | -4 | 1 | -3.5 | -14 | -4.5 | -1 | 12 | -5
COCCCNC(=S)Nc1ccc2c(c1)OCCO2 | 4 | 3 | 4 | -2.6 | -10 | -3.8 | 16 | -4 | -1
COc1ccc(-n2ccsc2=S)cc1 | -3 | 2 | 0 | -2.2 | 24 | -3.9 | 7 | -1 | -9
COc1ccccc1N1CCN(C(=O)c2cc(C)oc2C)CC1 | 11 | 2 | 1 | -3.0 | -1 | -2.9 | -13 | 19 | -4
CCOC(=O)CSCC(=O)Nc1ccc(S(=O)(=O)N2CCCCC2)cc1 | -12 | 2 | 2 | -5.3 | 10 | -2.9 | 1 | -2 | -4
CCOC(=O)c1ccc(N2CN(CC)CNC2=S)cc1 | -13 | 2 | 6 | -0.1 | -2 | 4.2 | 15 | -1 | 3
COc1ccc(CC(=O)OCC(=O)c2ccc(F)cc2)cc1 | nt | 1 | 0 | nt | nt | nt | 15 | nt | -5
Cc1ccc(-n2nnnc2CSc2nnc(-c3ccc(O)cc3)o2)cc1 | -4 | 1 | -3 | 0.1 | 6 | -3.2 | -8 | -6 | 1
CCc1ccccc1N1C(=O)CC(N2CCc3ccccc32)C1=O (stereo not drawn) | -6 | -5 | 0 | -1.4 | 9 | -1.8 | -3 | -6 | 2
Cc1ccc(S(=O)(=O)NCc2ccncc2)c(C)c1C | -16 | 4 | 0 | 1.3 | 3 | -0.8 | -8 | -6 | 86*
COc1cc(S(=O)(=O)N(Cc2cccnc2)Cc2ccco2)ccc1-n1cnnn1 | -7 | -2 | 6 | -2.6 | 16 | -3.4 | -2 | 6 | -1
COc1ccc(-c2ccc(NS(=O)(=O)c3cc([N+](=O)[O-])c(C)c([N+](=O)[O-])c3)cc2)nn1 | -2 | 6 | 1 | -3.8 | nt | -2.1 | 16 | 15 | -3
O=C(Nc1ccccc1C(=O)O)c1ccc2ccccc2n1 | -14 | -3 | 1 | -2.3 | 12 | -1.9 | -45 | 6 | -5
Cc1ccc(C)c(S(=O)(=O)/N=C2\C=C(NS(=O)(=O)c3ccccc3)C(=O)c3ccccc32)c1 | -1 | 3 | -5 | -6.1 | 48 | -6.4 | 45 | 2 | -7
CCCCN(C)CCNC(=O)c1cn(C)c(=O)c2c1c1ccccc1n2C | -2 | -3 | 1 | 7.1 | 6 | 2.2 | -7 | 7 | -9
O=Cc1ccc2oc3nc4n(c(=O)c3c(=O)c2c1)CCCS4 | 6 | 4 | -2 | 0.0 | 28 | -4.1 | -2 | 4 | 2
Cc1noc(C)c1NC(=O)Nc1ccc2c(c1)C(=O)N([C@H](C)CO)C[C@H](C)[C@@H](CN(C)C(=O)Nc1ccccc1)O2 | nt | 0 | 3 | nt | nt | nt | -11 | nt | -6
CC(=O)N1c2ccc(S(=O)(=O)N3CCCC3)cc2CC1C(=O)NCc1cccc(F)c1 (stereo not drawn) | -8 | 2 | -6 | -1.3 | 16 | -0.3 | -10 | 4 | -6
CCN(c1ccccc1)S(=O)(=O)c1ccc(C(=O)NCCCN2CCOCC2)cc1 | nt | 3 | -1 | nt | nt | nt | -3 | nt | -8
CC(=O)Nc1ccc(N(CC(=O)NCC2CCCO2)C(=O)CCC(=O)Nc2cc(C)on2)cc1 (stereo not drawn) | 2 | 1 | 0 | -2.2 | -1 | -1.7 | 1 | 8 | -4
CCCCN(C(=O)CCSc1ccc(F)cc1)c1c(N)n(Cc2ccccc2)c(=O)[nH]c1=O | nt | -1 | 2 | nt | nt | nt | 3 | nt | -2
NC1=NC(=O)/C(=C\c2ccc(O)c([N+](=O)[O-])c2)S1 | 0 | 6 | 3 | -1.7 | 0 | -5.2 | -4 | 23 | -1
CC1=C(C#N)C(C(F)(F)F)(C(F)(F)F)N=C(c2ccco2)N1 | 4 | 3 | -1 | -4.2 | -6 | -4.3 | -25 | -5 | -2
CCCCC(SCC(=O)Nc1ccccc1)C(=O)O (stereo not drawn) | 0 | 5 | 3 | 2.0 | -5 | -4.1 | 11 | 1 | 1
Cn1c(=O)c2c(nc(NCCO)n2CCCc2ccccc2)n(C)c1=O | -32 | 6 | nt | -1.2 | -2 | -3.7 | 7 | 14 | -4
Cc1ccc(C)c(SCC(=O)Nc2cccc(S(=O)(=O)NC3=NCCCCC3)c2)c1 | 4 | 1 | -2 | -2.7 | -4 | -0.8 | 0 | 8 | 2
COc1ccc(NC(=O)c2ccc(NS(=O)(=O)c3cccc4cccnc34)cc2)cc1 | -4 | -5 | 7 | -2.5 | 9 | -3.2 | -12 | -21 | -6
N#C/C(C(=O)N1CCCCC1)=C1\Nc2ccccc2S1 | 2 | 0 | 3 | 1.1 | -11 | 2.0 | -8 | -5 | -1
C=CCN(c1ccc(F)cc1)S(=O)(=O)c1cc(C(=O)OCC(=O)N(C)C2CCS(=O)(=O)C2)ccc1Cl (stereo not drawn) | -2 | 6 | -3 | 0.4 | 0 | -0.6 | 7 | -26 | -4
O=S(=O)(Nc1ccncc1Cl)c1ccc2ccccc2c1 | -10 | -1 | 3 | -4.5 | 10 | -2.3 | -11 | 13 | 3
Clc1ccccc1-c1nc(-c2ccccc2)n[nH]1 | 0 | 8 | 8 | 0.6 | -12 | -2.1 | -36 | 0 | -6
CCOc1ccc(NC(=O)c2cc(SC)ccc2Cl)cc1 | 12 | 2 | -4 | -3.5 | -18 | -3.5 | 7 | -4 | -3
COc1cccc(/C=C/C(=O)OCC(=O)c2c[nH]c3ccccc23)c1OC | 0 | -2 | 0 | -2.1 | 2 | -1.8 | 31 | -11 | -1
CC(C)(C)NS(=O)(=O)c1ccc(CCC(=O)Nc2cc(Cl)ccc2Oc2ccccc2)cc1 | -8 | 6 | 10 | 1.1 | 7 | 0.1 | -7 | 1 | -1
COc1ccccc1-n1c(CNC(=O)c2ccco2)nnc1SCC(=O)Nc1ccc(F)cc1 | -4 | -2 | 10 | -0.7 | -8 | -2.9 | 0 | 0 | -2
O=C(NCC1CCCO1)C1CCN(S(=O)(=O)c2ccc(Br)cc2)CC1 (stereo not drawn) | -19 | 0 | 6 | -2.6 | -8 | -0.9 | -1 | 15 | -5
CCn1c2ccccc2c2cc(NC(=O)C(C)C)ccc21 | -13 | -6 | 2 | -2.4 | 17 | -0.5 | -7 | -2 | 0
O=C(NCCCN1CCOCC1)c1ccc2c(c1)N(Cc1ccccc1)CCS2 | 9 | 4 | 4 | -0.5 | 27 | -0.6 | -17 | -65 | -5
COc1ccccc1OCCOc1ccccc1/C=N/n1cnnc1 | 4 | 4 | 1 | -1.7 | -1 | -1.5 | -1 | 3 | -4
Cc1ccc(Cl)cc1NC(=O)COC(=O)CC1CC2CCC1C2 (stereo not drawn) | -2 | -3 | 7 | -6.9 | -5 | -3.8 | 3 | -3 | -3
CCN(CCCNC(=O)CCCCn1c(=O)[nH]c2ccccc2c1=O)c1ccccc1 | -4 | 1 | -2 | -1.4 | 14 | -1.8 | 1 | 12 | -1
COc1ccc(C2CC3(O)CC(C#N)(C(=O)N3)C2(C#N)C#N)cc1 (stereo not drawn) | 1 | -6 | 4 | -1.3 | 11 | -2.7 | -1 | -8 | -6
Cc1ccc(-n2c(=S)[nH]c3sc4c(c3c2=O)CCc2ccccc2-4)cc1 | 1 | 4 | -1 | -1.2 | 7 | 0.8 | -8 | 2 | -3
CCNC(=O)CC1C(=O)N(CC)C(=S)N1NC(=O)c1ccc(Cl)cc1 (stereo not drawn) | -18 | 8 | 1 | -0.9 | 18 | -2.6 | 15 | -8 | -3
O=C(Nc1nnc(-c2ccc3c(c2)CCCC3)o1)C1CCCCC1 | -13 | 3 | 6 | -1.1 | 20 | -2.1 | -11 | -11 | -5
O=C(CN1CCN(C/C=C/c2ccccc2)CC1)NCc1ccccc1 | 4 | 4 | 2 | -1.4 | 9 | -3.4 | 10 | -12 | -5
CC1CCN(c2ccc(NC(=S)NC(=O)c3ccc(-c4cccc([N+](=O)[O-])c4)o3)cc2)CC1 | -8 | 8 | 5 | -6.1 | -7 | -4.0 | -15 | 4 | -3
CC1CC(C)CN(C(=O)COC(=O)CNC(=O)C23CC4CC(CC(C4)C2)C3)C1 (stereo not drawn) | nt | -2 | -2 | nt | nt | nt | 0 | nt | -4
O=C(NCc1cccc(Cl)c1)N1CCN(S(=O)(=O)c2ccccc2F)CC1 | -18 | 1 | -4 | -3.7 | 6 | -1.3 | -7 | 7 | -8
CCOc1ccc(NC(=S)NC(=O)c2cccnc2)c([N+](=O)[O-])c1 | -1 | 5 | 2 | -0.8 | 5 | -1.5 | 12 | 5 | -9
CCCc1cc(=O)oc2cc(C)cc(OC(C)C(=O)NCCN3CCOCC3)c12 (stereo not drawn) | -11 | 2 | 0 | -1.1 | 22 | -1.7 | -6 | -1 | 1

Source: PubChem BioAssay (several laboratories)
